Growth percent in the NCI-60 one-dose screen (48 h, 10 µM unless noted): 100 = growth as untreated, 0 = no growth, -100 = all killed.
SF-268: SF-268 CNS cancer cells; 82,000 compounds, 3.1% hits; AID 1794759
SF-539: SF-539 CNS cancer. 81,000 compounds, 6.8% hits. AID 1794752
SF-295: SF-295 CNS cancer cells | AID 1794758 | 79,000 compounds, 5.6% hits
NCI-H23: NCI-H23 lung cancer; 80,000 compounds, 4% hits; AID 1794731
SNB-19: SNB-19 CNS cancer cells; 81,000 compounds, 2.5% hits; AID 1794751
U251: U251 CNS tumor cells; 80,000 compounds, 5.4% hits; AID 1794753
SNB-75: SNB-75 CNS cancer; 79,000 compounds, 5% hits; AID 1794750
CAKI-1: CAKI-1 renal cancer; 75,000 compounds, 4.7% hits
A498: A498 renal cancer cells; 76,000 compounds, 5.4% hits
* = called active by the depositor; / = no result given; & = joins results of further samples; [ ] = remark or other dose. The calls were made as follows: active = growth percent below 10; inactive = the rest.

SMILES | SF-268 | SF-539 | SF-295 | NCI-H23 | SNB-19 | U251 | SNB-75 | CAKI-1 | A498
Cc1oc(-c2ccc(Cl)cc2)nc1C1=NN(C(=O)c2ccncc2)C(c2ccccc2)C1 (stereo not given) | 89 | 96 | 89 | 87 | 80 | 93 | 93 | 76 | 78
CN1CCN(S(=O)(=O)O[C@@H]2C(=O)N(c3cc4c5ccccc5ccc4c4ccccc34)[C@H]2c2ccc(F)cn2)CC1 | 80 | 104 | 97 | 91 | 85 | 79 | 75 | / | 80
O=C(N=Nc1c(Cl)c(O)c2ccccc2c1O)c1ccncc1 | 103 | 112 | 100 | 96 | 100 | 96 | 85 | 76 | 82
CC(C)N1CCSC1=S | 100 | 110 | 97 | 102 | 99 | 100 | 100 | 97 | 104
CO[C@H]1[C@H](n2ccc(=O)[nH]c2=O)O[C@@](CO)(OC)[C@H]1O | 92 | 95 | 101 | 97 | 99 | 96 | 83 | 89 | 100
O=c1[nH]c(SCc2nc3cc(Cl)c(Cl)cc3[nH]2)nc2c1CCC2 | 94 | 100 | 98 | 97 | 107 | 101 | 71 | 82 | 101
CN(C)CCCC(C#N)(c1ccccc1)c1ccccc1 | 108 | 114 | 109 | 107 | 108 | 102 | 83 | 99 | 106
N#C/C(=C\c1ccc(-c2ccccc2)cc1)C(=O)c1ccccc1 | 118 | 111 | 84 | 103 | 98 | / | 86 | 89 | /
CCOC(=O)c1c[nH]c2cc([N+](=O)[O-])ccc2c1=O | 108 | 109 | 136 | 99 | 113 | 97 | 109 | 107 | 107
O=c1c(O)c(N[C@H]2C=C[C@@H](CO)C2)c1=O | 117 | 114 | 73 | 107 | 105 | 112 | 103 | / | /
CC(C)COC(=O)/C=C(\CC(=O)OCC(C)C)C(=O)OCC(C)C | 101 | 97 | 113 | 89 | 98 | 90 | 89 | 77 | 103
O=C(COc1ccc(/C=C2/C(=O)Nc3ccc(Cl)cc32)cc1)Nc1cccc(Cl)c1 | 97 | 90 | 101 | / | 94 | 96 | 89 | 86 | 81
COc1cc(O)c(C)c(O)c1 | 101 | 101 | 102 | 102 | 109 | 100 | 106 | / | 117
CCCCCN(Cc1ccccc1)CC(O)c1ccc(Cl)cc1 (stereo not given) | 108 | 110 | 73 | 88 | 95 | 105 | 80 | 81 | 88
O=C(O)CCNC(=O)c1nc(-c2ccccc2)n(-c2ccc(F)cc2)n1 | 101 | 97 | 99 | 101 | 109 | 108 | 100 | 96 | 98
CCN(Cc1ccc(S(=O)(=O)O)cc1)c1ccccc1 | 98 | 100 | 112 | 98 | 102 | 115 | / | 104 | 116
NC(CS)C(=O)NNc1n[nH]c(=S)n1N (stereo not given) | 102 | 96 | 106 | 104 | 98 | 108 | 93 | 95 | 100
CCOc1n[nH]c(-c2ccccc2)n1 | 94 | 95 | 101 | 89 | 97 | 96 | 66 | 94 | 83
Cc1ccc(Oc2ccc(NC(=O)Cn3c(=O)ccn(CCCCCCCCOc4ccc(Br)cc4)c3=O)cc2)cc1 | 80 | 59 | 55 | 48 | 68 | 71 | 89 | / | 52
O=C1CSC(c2ccc3c(c2)OCO3)Nc2n[nH]c(-c3ccccc3)c21 (stereo not given) | 104 | / | 104 | 93 | 98 | 97 | 75 | 94 | 106
CC(C)(C)CC(C)(C)n1nnnc1C(NC12CC3CC(CC(C3)C1)C2)c1c(F)cc(F)cc1F (stereo not given) | 75 | 90 | 43 | 68 | 79 | 77 | 71 | 68 | /
Cn1c2c(c3ccccc31)[C@H]1C(=O)N(c3ccccc3)C(=O)[C@H]1C[C@H]2c1ccco1 | 93 | 100 | 99 | 89 | 91 | 94 | 80 | 75 | 88
CCN(CC)CCNc1cc(OC)c(C)c2cccnc12 | 89 | 107 | 102 | 88 | 89 | 90 | 86 | 104 | 82
COc1cc2nc(N3CCC[C@H](NC4=CC(=O)c5ccccc5C4=O)C3)nc(N)c2cc1OC | -52* | -100* | -97* | / | -75* | -90* | -84* | -57* | 93
O=C(CNC1C2CC3CC(C2)CC1C3)Sc1nnc2sc3ccccc3n12 (stereo not given) | 101 | 94 | 94 | 95 | / | 104 | 77 | 76 | 107
Next section
SMILES | SF-268 | SF-539 | SF-295 | NCI-H23 | SNB-19 | U251 | SNB-75 | CAKI-1 | A498
C=CCOc1ccc(Cl)cc1Cl | 104 | 97 | 98 | 111 | 114 | 106 | 90 | 98 | 107
O=C1c2ccccc2C(=O)c2c(SC(=S)N3CCOCC3)cccc21 | 101 | 91 | 101 | 96 | 89 | 100 | 94 | 78 | 108
O=C(C1CCCCC1)N1CCN(C(=O)C2CCCCC2)CC1 | 101 | 107 | 101 | 100 | 102 | 102 | 104 | / | 110
O=C(NNC(=S)Nc1ccc(C(=O)O)c(O)c1)c1ccncc1 | 105 | 100 | / | 98 | 103 | 104 | 89 | 137 | 91
COc1ccc(-c2nc3c(N)c(CO)c(C)nc3o2)cc1 | 95 | 94 | 99 | 87 | 111 | 97 | 99 | 97 | -11*
CN(C)CC1CCCCC1O (stereo not given) | 108 | 94 | 79 | 106 | / | 98 | 80 | 79 | 119
F[C@H]1CCO[C@H](c2ccc3ccccc3c2)C1 | 100 | 102 | 103 | 101 | 99 | 98 | 91 | 90 | 93
O=C(Nc1cccc2c1C(=O)c1cccc(Nc3cccc4c3C(=O)c3cccc(NC(=O)c5ccccc5)c3C4=O)c1C2=O)c1ccccc1 | 110 | 109 | 100 | 108 | / | 109 | 93 | 99 | 121
NC(=S)NN=C1CCC(C2CCCCC2)CC1 (stereo not given) | 102&90 | 83&97 | 88&93 | 94&103 | 102&96 | 95&94 | 93&76 | 96&82 | 88
CN(C)c1nc2ccccc2c2c1c1c(n2Cc2ccccc2)-c2ccccc2C1=O | 94 | 88 | 77 | 70 | 91 | 81 | 91 | / | 99
C=CCC#CCN1CCC[C@H]1C(=O)NCC(=O)OC | 101 | 103 | 102 | 97 | 97 | 97 | 89 | 100 | 85
Cc1c2ccncc2c(C)c2c1c1cc(CO)ccc1n2C | 14 | 17 | 3.5* | 6.6* | 1.5* | -11* | 13 | 8.4* | -82*
COc1ccc(/C=C/c2nc(Nc3ccc(S(=O)(=O)N=C(N)N)cc3)c3ccccc3n2)cc1 | 96 | 101 | 87 | 92 | 96 | 86 | 93 | 77 | 42
COc1cc2oc(-c3cccc(C(=O)Nc4ccc(Cl)cc4)c3)cc(=O)c2c(OCCN)c1OC | -77* | -83* | -81* | / | -79* | -84* | -74* | -85* | -94*
CCOC1(OCC)OC(c2ccccc2)=C(C#N)C(/C=C\c2ccccc2)C1(OCC)OCC (stereo not given) | 80 | 100 | 94 | 82 | 90 | 77 | 87 | 85 | 84
O=[N+]([O-])c1ccc(OCCCCCCOc2ccc([N+](=O)[O-])cc2)cc1 | 95 | 84 | 87 | 89 | 95 | 89 | 81 | 83 | 89
NC(=O)C1Cc2ccccc2CN1C(=O)c1ccc2ccccc2c1 (stereo not given) | 102[50 µM] | 104[50 µM] | 100[50 µM] | 94[50 µM] | 101[50 µM] | 101[50 µM] | 104[50 µM] | 85[50 µM] | 107[50 µM]
O=C(CCn1cc[n+](CC(=O)c2ccc(Cl)cc2)c1)Nc1cccc2cccnc12 | 88 | 95 | 100 | 91 | 91 | 94 | / | 89 | /
CC(C)c1ncc([N+](=O)[O-])n1C | 121 | 98 | 127 | 103 | 111 | 104 | 116 | 94 | /
O=C1CCCCCC1 | 105 | 106 | 108 | 103 | 106 | 98 | / | 94 | 97
CC(C)C[C@H](C(=O)O)N(C)C(=O)[C@@H]1CCCN1C(=O)[C@H](C)OC(=O)[C@H](CCC(N)=O)NC(=O)[C@@H]1CCC(=O)N1 | 97 | 98 | 94 | 109 | 102 | -37* | 84 | / | 107
COc1ccc(Nc2nc3n[nH]c(Nc4ccccc4)c3c(=O)[nH]2)cc1 | 99 | 93 | 96 | 90 | / | 102 | 72 | 85 | 85
Cc1ccccc1OCc1ccccc1Br | 97 | 104 | 99 | 102 | 104 | 103 | 78 | 94 | 77
CC1=CCC2C1CC=C(C)C(CC[C@H]1[C@@](C)(O)CCC3OC(C)(C)[C@H](OC(=O)c4ccccc4)CC[C@@]31C)C2(C)C (stereo not given in full) | 94 | 99 | 85 | 65 | 105 | 61 | 76 | 68 | 110
CCCCCCCCNc1ccc(C(=O)OCC)cc1 | 106 | 97 | 95 | 103 | 96 | 95 | 91 | 94 | 106
Next section
SMILES | SF-268 | SF-539 | SF-295 | NCI-H23 | SNB-19 | U251 | SNB-75 | CAKI-1 | A498
CCOC(=O)c1ccc2c(c1)nc(-c1ccc(OCc3ccccc3)c(OC)c1)n2-c1cc(C(C)(C)C)[nH]n1 | 88 | 88 | 36 | 88 | 105 | 92 | / | 77 | 72
Oc1ccc(OCc2ccccc2)cc1 | 74&74&102 | 54&42&93 | 86&85&92 | 94&80&104 | 96&89&104 | 82&75&95 | 80&84&91 | 47&53&88 | 88&60&80
COc1ccc(/C=C2\C(=N)N=C(SCc3nc4ccccc4[nH]3)NC2=O)cc1 | 109 | 103 | 103 | 100 | 104 | 101 | 103 | 93 | 119
CSc1nc(-c2cccc(NC(=O)/C=C/C(=O)O)c2)c(C#N)c(=O)n1C | 105 | 110 | 103 | 105 | 103 | / | 78 | 91 | 71
COc1cc2nc(SCc3cc(OC)c(OC)c(OC)c3)n(-c3ccc(Cl)cc3)c(=O)c2cc1OC | 86 | 91 | 86 | 96 | / | 84 | 79 | 81 | 44
Cc1cc(C)c2[nH]c(O)c(N=NC(=O)c3ccc(S(N)(=O)=O)cc3)c2c1 | 101 | 100 | 104 | 105 | 93 | 99 | 103 | 94 | 84
COc1cc2cc(NCc3cnn(C)c3C)nc(C)c2cc1OC | 95 | 94 | 77 | 90 | 93 | 82 | 91 | 86 | 87
Cc1ccc(/C=C(\C#N)c2cc3ccccc3n2C)cc1 | 64 | 8.0* | 9.4* | 25 | 29 | 31 | 19 | 34 | 10
Nc1ccc(C2=NNC(=O)Cc3cc4c(cc32)OCCO4)c(Cl)c1 | 120 | 97 | 104 | 110 | 99 | 95 | 65 | 96 | 97
O=C1N/C(=N\c2nnc(-c3ccc(O)cc3)s2)S/C1=C\c1ccc(Br)cc1 | 92 | 108 | 102 | 85 | 91 | 106 | 85 | / | 94
N#C/C(=C\c1ccc([N+](=O)[O-])cc1)c1cc2ccccc2[nH]1 | 82 | 95 | 48 | 74 | 81 | 63 | 82 | 66 | 82
COc1ccc(-c2c(C(=O)NS(C)(=O)=O)n(Cc3cccc(C(F)(F)F)c3)c3ccccc23)cc1 | 95 | 98 | 90 | 97 | 93 | 91 | 85 | 80 | 80
CC1(C)OCC2OC3OC(C)(C)OC3C(OS(C)(=O)=O)C2O1 (stereo not given) | 107 | 99 | 101 | 109 | 107 | 91 | 95 | 102 | 115
CC(C)(CCl)c1ccccc1 | 103 | 99 | 99 | 87 | 100 | 89 | 115 | 105 | 89
Cc1c2c(c(C)c3c1oc1ccc(O)cc13)C(=O)N(CCO)C2=O | 97 | 96 | 99 | 90 | 97 | 92 | 106 | 89 | 107
COc1cc(/C(C)=C(/c2ccc(O)cc2)c2ccc(Cl)cc2)ccc1F | 88 | 80 | 91 | 93 | 107 | 59 | 82 | 78 | 97
C#COc1cccc(Nc2ncnc3cc(NC(=O)[C@@H](C)Cl)ccc23)c1 | 22[6.25 µM] | -5.7*[6.25 µM] | 7.3*[6.25 µM] | 23[6.25 µM] | 19[6.25 µM] | 4.4*[6.25 µM] | -7.9*[6.25 µM] | 19[6.25 µM] | 12[6.25 µM]
CCOC(=O)c1cnc2sc(-c3ccccc3)nc2c1N | 96 | 87 | 98 | 87 | 104 | 98 | 81 | 96 | 36
Cc1cc(C)c(-c2c(C)cc(C)cc2CBr)c(CBr)c1 | 74 | 96 | 85 | 86 | 86 | 73 | 92 | 88 | 73
CCn1c(SCC(=O)Nc2nc3ccc(F)cc3s2)nnc1-c1cccnc1Nc1cc(OC)c(OC)c(OC)c1 | 105 | 89 | 101 | 106 | 111 | 100 | 98 | 99 | 104
NC(N)=N/N=C\c1ccc(O)c(O)c1 | 120 | 111 | 101 | 104 | 104 | 110 | 103 | 95 | 107
N#C/C(=C\C=C\c1ccc(-c2cc(Cl)ccc2Cl)o1)c1nc2ccccc2s1 | 99 | 94 | 96 | 84 | 92 | 107 | 77 | 75 | 126
